Screening data: PubChem, several laboratories
MT stabilize HCS: microtubule stabilizers in HeLa cells, primary screen, imaging, high-content imaging. % tubulin-high responders, % at 10 µM. actives 0.83% (n = 200,000). HeLa tubulin immunostaining HCS, 24 h; share of cells brighter than vehicle mean+2SD;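 active = plate Z-score above 3 for both tubulin-high and condensed-nucleus cell shares, with cell loss under 80%, at 10 µM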;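 also: anti alpha tubulin signal scored within the nucleus-defined area of each cell; some results filed as inactive read as strong as hits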
Ins promoter up: insulin promoter activators in MIN6 cells, imaging, high-content screening, mouse beta cells | MIN6 insulin promoter-GFP reporter; active compounds read high | z-score at 5 µM | actives 0.3% (n = 190,000);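 active = z-score above 3 at 5 µM with at least 500 cells counted in the well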
bCat nuc transl: modulators of beta-catenin nuclear translocation, primary screen, imaging, HeLa cells, immunofluorescence, high-content; nuclear translocation activity, % at 5 µM; actives 0.3% (n = 190,000); AID 1665, 2009;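 active = nuclear translocation activity above 50% at 5 µM, with a well cell count of 50 or more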;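 also: per-cell ratio of nuclear to cytoplasmic median beta-catenin stain intensity; plate controls were DMSO negative control for no effect and GSK-3 inhibitor IX positive control for full effect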
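Test system: human HeLa cell line; Doses: 5 µM primary, 0.02–20 µM confirmation; Incubation: 24 h compound exposure, 37°C; Detection: beta-catenin immunofluorescence imaging with DAPI; Read-out: beta-catenin nuclear/cytoplasmic ratio, % activation.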
Yfh1-off respiration: enhancers of respiration in Yfh1-depleted yeast, dose response, Friedreich's ataxia, plus single-dose screen (AID 1465); fold induction at 50 µM; hits with a dose series show EC50 in µM; actives 0.074% (n = 220,000); S. cerevisiae Yfh1-off respiration, WST-1 reduction, 72 h; higher fold induction means a stronger effect;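 active = fold induction of absorbance versus untreated yeast above a set limit, then at least 30% activation at any dose in follow-up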;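 also: activators that raise dye reduction in frataxin-depleted yeast; strong numbers were not always called active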
human PMI inhibitors: human PMI inhibitors, high substrate, primary screen, biochemical, fluorescence intensity, high mannose 6-phosphate (AID 1220); Mannose-6-phosphate isomerase (Homo sapiens); recombinant PMI enzyme, coupled fluorescence intensity; higher % means a stronger effect; inhibition, % at 20 µM, or IC50 in µM where a hit was titrated; actives 0.66% (n = 190,000)
WT yeast gro inh: growth inhibition of WT strain, primary screen, mitochondrial fusion inhibitor project, WT and mutant strains, chemical genetic; AID 1362, 2008; inhibition, % at 10 µM; actives 2.1% (n = 190,000); mitochondrial fusion phenotypic screen; in the data active = inhibition above about 58%; tested in S. cerevisiae
Dynein cargo inh: inhibitors of GR-EGFP nuclear translocation, primary screen, dynein cargo transport inhibitor project, imaging, high-content, 3617.4 mouse cells | actives 0.47% (n = 220,000) | z-score, hits read low | test concentration mostly 20 µM; stimulated with dexamethasone, 1 µM; active compounds read low | AID 1381, 2008;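 active = plate z-score of nuclear minus cytoplasmic receptor signal below a set negative limit, without overly bright fluorescence or cell loss, cut at about -3.5 in these data, passing the limit was not always enough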;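 also: z-score of nuclear minus cytoplasmic ring GR-EGFP intensity difference per well; some compounds called inactive have numbers as strong as hits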
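Buffer or medium: Induction medium lacking tetracycline, stripped serum | Also added: Dexamethasone agonist, 1.0 µM final, for 30 min | Timing: 48 h induction, 1 h compound, 30 min dex at 37 °C | Detection: Formaldehyde fixation, Hoechst nuclear stain, 10x automated fluorescence imaging | Measure: Nuclear versus cytoplasmic GR-EGFP signal, averaged per well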
Autophagy mod: autophagy modulators in MEF cells, primary screen, imaging, high-content, MEF GFP-LC3 | calls only at 10 µM (by protocol) | actives 0.98% (n = 190,000) | AID 463193, 2010 | MEF GFP-LC3 puncta imaging; test concentration mostly 10 µM;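 active = percentage of spot-positive cells more than 3 SD above its plate mean, without a fluorescence outlier flag or 80% toxicity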;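 also: spot-positive cell cutoff set from DMSO-treated cells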
human PMI inhibition: inhibitors of human PMI, primary screen, biochemical, fluorescence intensity, coupled assay (AID 1209); actives 0.42% (n = 190,000); one-dose inhibition, % at 20 µM; IC50 in µM for titrated hits; purified PMI enzyme, coupled fluorescence intensity; higher % means a stronger effect; Mannose-6-phosphate isomerase (Homo sapiens);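 also: plate controls were DMSO vehicle for no effect and wells lacking substrate for full effect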
WT yeast gro inh mutant strain: further read-out of WT yeast gro inh, marked with its call; inhibition, %; mitochondrial fusion phenotypic screen, mutant strain inhibition
Dynein cargo inh cytoplasmic EGFP: also measured in Dynein cargo inh; calls as there; z-score; measured here: cytoplasmic GR-EGFP intensity; active compounds read high
Dynein cargo inh nuclear GR-EGFP: further read-out of Dynein cargo inh, marked with its call; z-score; measured here: nuclear GR-EGFP intensity;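 lower value marks the stronger effect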
Dynein cargo inh cell count: recorded beside Dynein cargo inh, whose call it bears; z-score; measured here: cell count per field
Ins promoter up cell count: second read-out of Ins promoter up, no call of its own (marks repeat the call); cell count; measured here: cytotoxicity, nuclei count;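 total cells summed across four imaged fields per well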
bCat nuc transl cell count 5 µM: further read-out of bCat nuc transl, marked with its call; cell count; measured here: cell count, cytotoxicity flag
MT stabilize HCS Hoechst-high %: also measured in MT stabilize HCS; calls as there; % Hoechst-high responders; measured here: nuclear condensation Hoechst responders;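 share of cells brighter than vehicle mean plus two SD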
MT stabilize HCS cytotoxicity %: further read-out of MT stabilize HCS, marked with its call; toxicity, %; measured here: cytotoxicity by cell density;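 0% = mean cell density of plate MIN control wells and 100% = no cells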
Autophagy mod cell loss 18 h: further read-out of Autophagy mod, marked with its call; toxicity, %; measured here: cell loss, nuclei count;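 cell loss after 18 h compound exposure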
An asterisk follows results filed as active; i = inactive; · = not tested or not shown; + = active, no number. Rule as the data show it, unless noted: active = inhibition above about 50%; inactive = the rest. An unsorted share of the library. Share with any hit: about 5%.

SMILES | MT stabilize HCS | MT stabilize HCS Hoechst-high % | MT stabilize HCS cytotoxicity % | Ins promoter up | Ins promoter up cell count | bCat nuc transl | bCat nuc transl cell count 5 µM | Yfh1-off respiration | human PMI inhibitors | WT yeast gro inh | WT yeast gro inh mutant strain | Dynein cargo inh | Dynein cargo inh cytoplasmic EGFP | Dynein cargo inh nuclear GR-EGFP | Dynein cargo inh cell count | Autophagy mod | Autophagy mod cell loss 18 h | human PMI inhibition
CCOc1ccc(C(=O)OC2CCN(C)CC2)cc1 | 4.3 | 1.5 | 7.9 | 0.36 | 1284 | -2.9 | 1156 | i | -21% | -17 | 9 | 0.14 | -0.2 | 0.014 | -1.2 | i | -3 | -23%
CCc1sc(C(=O)Nc2ccc(NC(C)=O)cc2)cc1C | 1.6 | 1.6 | 5.0 | -0.64 | 1252 | 2.2 | 972 | · | 5% | -2 | -3 | -1.3 | -0.24 | -0.85 | 0.65 | i | -4 | 4%
Cc1ccc2nc(NC(=O)C(NS(=O)(=O)c3cccc4nsnc34)C(C)C)sc2c1 (stereo unspecified) | 2.6 | 2.5 | 11 | -0.46 | 977 | · | · | i | -1% | 14 | 18 | 1.5 | 0.36 | 1.4 | -2 | i | 2 | 6%
CCc1ccc(C(=O)COc2ccc(NC(C)=O)cc2)cc1 | 2.7 | 1.9 | 7.3 | -0.33 | 907 | · | · | i | 8% | -20 | -24 | 0.031 | -0.16 | 0.077 | 0.33 | i | -14 | 4%
Cn1c(SCC(=O)Nc2ccc3c(c2)OCCO3)nnc1-c1ccco1 | 5.3 | 4.1 | 7.3 | -0.16 | 1025 | -1.0 | 1071 | i | 10% | -55 | -4 | -0.9 | -0.3 | -0.35 | 1 | i | -7 | 5%
Cc1nc2ncnn2c(C)c1CCC(=O)NCc1ccco1 | 5.3 | 2.5 | 0.9 | 1.4 | 1347 | -1.2 | 1423 | i | 7% | 6 | 10 | -0.51 | -0.32 | -0.089 | 0.86 | i | -3 | 7%
C#CCOCCOCCOCCNc1nc(N2CCN(C(=O)[C@H](CCCCN)n3cc([C@@H](N)CO)nn3)CC2)nc(N2CCN(C(=O)[C@H](Cc3cc4ccccc4[nH]3)n3cc([C@@H](N)Cc4ccc(O)cc4)nn3)CC2)n1 | 2.2 | 1.0 | 6.2 | 0.3 | 1021 | -0.5 | 1090 | · | -22% | -2 | -7 | -0.53 | -0.29 | 0.035 | 0.055 | i | -6 | -20%
O=C1NC(=NCc2ccccc2)S/C1=C/c1ccc(O)cc1 | 5.4 | 2.6 | 0.2 | -0.1 | 1269 | 0.9 | 468 | i | -4% | -19 | -4 | -0.043 | -0.18 | 0.0054 | 0.3 | i | 8 | 2%
CCCN1CCN(c2nc(-c3cccs3)nc3ccccc23)CC1 | 2.3 | 4.6 | 2.0 | -0.6 | 1129 | 3.9 | 816 | i | -4% | 3 | 9 | -0.63 | -0.31 | -0.63 | 1.1 | i | 9 | -8%
COc1ccc(Br)cc1CNC(C)c1ccccc1 (stereo unspecified) | 2.1 | 3.4 | 13 | -0.71 | 1310 | -1.4 | 549 | i | -4% | -10 | -8 | 3.7 | -0.16 | 2.4 | -1.9 | i | -2 | -9%
O=C(c1cccc(N2C(=O)c3ccccc3C2=O)c1)N1CCCCCC1 | 4.0 | 3.4 | 9.5 | -0.66 | 1289 | -0.8 | 1134 | i | -14% | -10 | 19 | 0.29 | -0.34 | -0.26 | -0.65 | i | -6 | -22%
CC(C)c1ccc(C2C(C#N)=C(N)N3C(=C2C#N)Sc2ccccc23)cc1 (stereo unspecified) | 4.4 | 1.9 | 5.8 | 0.92 | 1086 | 0.0 | 1440 | i | 8% | 0 | -23 | -1 | 7.3 | 0.36 | -0.48 | + | 8.0* | 3%
C/C(=N\NC(=S)NC(C)C)c1ccc(-n2ccnc2)cc1 | 2.0 | 1.5 | 5.8 | -1.7 | 891 | -0.4 | 1198 | i | -4% | 8 | 6 | -0.76 | -0.012 | -0.36 | 0.39 | i | -2 | 1%
CCn1c(Cc2ccccc2)nnc1SCC(=O)Nc1ccc(OC)cc1 | 2.4 | 0.5 | 23 | · | · | 3.7 | 489 | i | 6% | -10 | -3 | -0.95 | -0.29 | -0.27 | 0.57 | i | 4 | 11%
O=C(Oc1ccccc1)c1cc2ccccc2oc1=O | 2.1 | 1.8 | 1.4 | 1.4 | 1036 | 0.1 | 1090 | i | -8% | 2 | -15 | -0.098 | -0.21 | 0.021 | 0.057 | i | -7 | -5%
CC(C)(C)c1ccc(SCC(N)=O)cc1 | 2.7 | 0.1 | 47 | 0.16 | 1869 | -1.7 | 1014 | i | 14% | -3 | -12 | -0.6 | -0.25 | -0.033 | -0.33 | i | -10 | 19%
Cn1c(SCC(=O)N2CCN(c3ccccc3)CC2)nnc1-c1ccncc1 | 4.5 | 3.4 | 6.7 | 0.45 | 1118 | -1.8 | 1187 | i | -12% | -12 | 3 | -0.4 | -0.14 | -0.33 | 0.56 | i | 3 | -13%
O=C(/C(N=Nc1cccc(C(F)(F)F)c1)=C(/O)c1cccs1)C(F)(F)F | · | · | · | -1.5 | 1308 | -4.5 | 1163 | i | · | · | · | 0.37 | -0.29 | 0.15 | -0.17 | · | · | ·
Cc1ccc(N2CC(c3nc4ccccc4n3C)CC2=O)cc1 (stereo unspecified) | · | · | · | -0.56 | 1100 | -0.1 | 1334 | i | · | · | · | -0.16 | -0.28 | -0.34 | 0.49 | · | · | ·
CC(=O)Nc1scc(C)c1-c1nc2ccccc2s1 | · | · | · | 0.5 | 1341 | 0.6 | 1031 | i | · | · | · | 0.2 | -0.23 | 0.0068 | 0.16 | · | · | ·
O=S(=O)(NC1CCCCC1Oc1ccccc1)c1ccc(Cl)cc1 (stereo unspecified) | 2.9 | 1.4 | 11 | 0.33 | 1242 | · | · | i | 10% | 61* | 14* | 0.42 | -0.25 | 0.33 | 0.071 | i | 10 | 5%
FC(F)(F)c1cc(-c2cccs2)nc(N2CCOCC2)n1 | 1.6 | 1.0 | 18 | 0.52 | 1326 | -0.8 | 1067 | i | 2% | 4 | -3 | -0.54 | -0.23 | -0.2 | -0.08 | i | -5 | 9%
O=C(O)c1cccc(NC(=O)C23CC4CC(C2)CC(n2cnc(Cl)n2)(C4)C3)c1 | 1.5 | 1.8 | 5.2 | -0.47 | 907 | · | · | i | -11% | -12 | -10 | -0.18 | -0.17 | 0.14 | -0.26 | i | -8 | -6%
COc1cccc(-c2nnc(N(C)C(=O)C3CCOC3)s2)c1 (stereo unspecified) | 3.9 | 2.6 | 3.8 | 0.28 | 1148 | -0.2 | 1015 | i | 9% | -7 | 2 | -0.41 | -0.15 | 0.3 | 0.59 | i | -4 | 6%
COc1ccc(C(=O)N/C(=C\c2ccccc2)C(=O)NC(CC(C)C)C(=O)O)cc1 (stereo unspecified) | 2.3 | 2.1 | 8.1 | -0.62 | 1231 | -0.9 | 1093 | i | -12% | -16 | 2 | -0.5 | -0.35 | -0.23 | 1 | i | -4 | -4%
COc1ccccc1N1CCN(c2nnc(-c3ccc(F)cc3)c3ccccc23)CC1 | 2.6 | 1.3 | 5.1 | -0.15 | 1323 | 0.2 | 1403 | i | 3% | 29 | -6 | -0.37 | -0.21 | -0.88 | 0.6 | i | 14 | -5%
O=S(=O)(c1ccc(F)cc1)N1CCC(O)(c2ccc3c(c2)OCO3)CC1 | 6.2 | 4.0 | 5.6 | 0.41 | 1076 | -3.3 | 953 | i | -13% | 16 | 0 | -0.65 | -0.077 | -0.15 | 0.68 | i | 9 | 4%
CC1CCN(S(=O)(=O)c2cc(Br)cc(C(=O)NC3=NCCS3)c2)CC1 | 2.1 | 2.5 | 3.5 | 0.66 | 1157 | -6.4 | 1042 | i | 9% | 37 | 45 | -0.63 | -0.25 | -0.07 | 1.1 | i | -4 | 6%

Looked up by compound from above:
SMILES | MT stabilize HCS | MT stabilize HCS Hoechst-high % | MT stabilize HCS cytotoxicity % | Ins promoter up | Ins promoter up cell count | bCat nuc transl | bCat nuc transl cell count 5 µM | Yfh1-off respiration | human PMI inhibitors | WT yeast gro inh | WT yeast gro inh mutant strain | Dynein cargo inh | Dynein cargo inh cytoplasmic EGFP | Dynein cargo inh nuclear GR-EGFP | Dynein cargo inh cell count | Autophagy mod | Autophagy mod cell loss 18 h | human PMI inhibition
CCc1sc(C(=O)Nc2ccc(NC(C)=O)cc2)cc1C | 1.6 | 1.6 | 5.0 | -0.64 | 1252 | 2.2 | 972 | · | 5% | -2 | -3 | -1.3 | -0.24 | -0.85 | 0.65 | i | -4 | 4%
O=S(=O)(NC1CCCCC1Oc1ccccc1)c1ccc(Cl)cc1 (stereo unspecified) | 2.9 | 1.4 | 11 | 0.33 | 1242 | · | · | i | 10% | 61* | 14* | 0.42 | -0.25 | 0.33 | 0.071 | i | 10 | 5%
O=S(=O)(c1ccc(F)cc1)N1CCC(O)(c2ccc3c(c2)OCO3)CC1 | 6.2 | 4.0 | 5.6 | 0.41 | 1076 | -3.3 | 953 | i | -13% | 16 | 0 | -0.65 | -0.077 | -0.15 | 0.68 | i | 9 | 4%
C#CCOCCOCCOCCNc1nc(N2CCN(C(=O)[C@H](CCCCN)n3cc([C@@H](N)CO)nn3)CC2)nc(N2CCN(C(=O)[C@H](Cc3cc4ccccc4[nH]3)n3cc([C@@H](N)Cc4ccc(O)cc4)nn3)CC2)n1 | 2.2 | 1.0 | 6.2 | 0.3 | 1021 | -0.5 | 1090 | · | -22% | -2 | -7 | -0.53 | -0.29 | 0.035 | 0.055 | i | -6 | -20%
